Bioassay records from PubChem.
hcDAF-12 act: activators of H. contortus DAF-12 nuclear receptor | HEK293 hcDAF-12 lit1-tk-luc reporter, luminescence; 0% DMSO, 100% Δ7-dafachronic acid | activation, % at 6.8 µM | actives 1.4% (n = 370,000) | AID 652067;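 active = activation above the mean of all tested compounds plus 3 SD, cut at about 5.5% in these data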;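 note: 100% = response to 3 µM Δ7-dafachronic acid high control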
PLC-beta3 inh: PLC-beta3 (human) inhibition, primary screen | actives 0.18% (n = 370,000) | inhibition, % at 12.2 µM | Purified PLC-beta3, fluorogenic substrate, fluorescence | Q01970 | AID 720704; in the data active = inhibition above about 11%;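 note: 0% = median of compound wells on plate and 100% = full blocker control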
DAX1 inh-1: inhibitors of human orphan nuclear receptor DAX1 (NR0B1) | P51843 | HEK293 Gal4-DAX1 luciferase reporter, luminescence | inhibition, % at 6.75 µM | AID 504766 | actives 0.99% (n = 340,000);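 active = inhibition above the mean over all tested compounds plus 3 SD, cut at about 4.2% in these data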;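 note: 0% = DAX1-transfected cells with DMSO and 100% = empty-vector control cells with DMSO; inhibition shows as a rise in luminescence from relieved DAX1 repression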
ADAM17 inh: inhibits human ADAM17; P78536; recombinant ADAM17, EDANS/DABCYL FRET peptide cleavage; inhibition, % at 6.95 µM; actives 0.83% (n = 370,000);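 active = inhibition above the mean of compounds lying between control limits plus 3 SD, set per campaign, cut at about 8.5% in these data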;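 note: 0% = DMSO-only wells as the low control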
hgDAF-12 ag: agonists of H. glycines DAF-12 nuclear receptor; HEK293 GAL4-hgDAF12 UAS-luciferase reporter, agonist luminescence; normalized to butyrate control; activation, % at 6.8 µM; actives 1.8% (n = 370,000);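 active = activation above a cutoff set at the mean of all screened compounds plus 3 SD, cut at about 10% in these data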;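 note: 0% = DMSO wells and 100% = sodium butyrate wells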
MBD2 inh: inhibitors of human MBD2 binding to methylated oligonucleotide; Q9UBB5; TR-FRET; inhibition, % at 4.4 µM; actives 0.31% (n = 370,000); AID 686964; in the data active = inhibition above about 13%
PLCg1 inh: blocks human PLC-gamma1 enzyme activity. P19174. purified PLC-gamma1, fluorogenic substrate, fluorescence. inhibition, % at 12.2 µM. actives 0.84% (n = 370,000). AID 720700; in the data active = inhibition above about 9.5%
Target sequence (P19174 whole entry, looked up): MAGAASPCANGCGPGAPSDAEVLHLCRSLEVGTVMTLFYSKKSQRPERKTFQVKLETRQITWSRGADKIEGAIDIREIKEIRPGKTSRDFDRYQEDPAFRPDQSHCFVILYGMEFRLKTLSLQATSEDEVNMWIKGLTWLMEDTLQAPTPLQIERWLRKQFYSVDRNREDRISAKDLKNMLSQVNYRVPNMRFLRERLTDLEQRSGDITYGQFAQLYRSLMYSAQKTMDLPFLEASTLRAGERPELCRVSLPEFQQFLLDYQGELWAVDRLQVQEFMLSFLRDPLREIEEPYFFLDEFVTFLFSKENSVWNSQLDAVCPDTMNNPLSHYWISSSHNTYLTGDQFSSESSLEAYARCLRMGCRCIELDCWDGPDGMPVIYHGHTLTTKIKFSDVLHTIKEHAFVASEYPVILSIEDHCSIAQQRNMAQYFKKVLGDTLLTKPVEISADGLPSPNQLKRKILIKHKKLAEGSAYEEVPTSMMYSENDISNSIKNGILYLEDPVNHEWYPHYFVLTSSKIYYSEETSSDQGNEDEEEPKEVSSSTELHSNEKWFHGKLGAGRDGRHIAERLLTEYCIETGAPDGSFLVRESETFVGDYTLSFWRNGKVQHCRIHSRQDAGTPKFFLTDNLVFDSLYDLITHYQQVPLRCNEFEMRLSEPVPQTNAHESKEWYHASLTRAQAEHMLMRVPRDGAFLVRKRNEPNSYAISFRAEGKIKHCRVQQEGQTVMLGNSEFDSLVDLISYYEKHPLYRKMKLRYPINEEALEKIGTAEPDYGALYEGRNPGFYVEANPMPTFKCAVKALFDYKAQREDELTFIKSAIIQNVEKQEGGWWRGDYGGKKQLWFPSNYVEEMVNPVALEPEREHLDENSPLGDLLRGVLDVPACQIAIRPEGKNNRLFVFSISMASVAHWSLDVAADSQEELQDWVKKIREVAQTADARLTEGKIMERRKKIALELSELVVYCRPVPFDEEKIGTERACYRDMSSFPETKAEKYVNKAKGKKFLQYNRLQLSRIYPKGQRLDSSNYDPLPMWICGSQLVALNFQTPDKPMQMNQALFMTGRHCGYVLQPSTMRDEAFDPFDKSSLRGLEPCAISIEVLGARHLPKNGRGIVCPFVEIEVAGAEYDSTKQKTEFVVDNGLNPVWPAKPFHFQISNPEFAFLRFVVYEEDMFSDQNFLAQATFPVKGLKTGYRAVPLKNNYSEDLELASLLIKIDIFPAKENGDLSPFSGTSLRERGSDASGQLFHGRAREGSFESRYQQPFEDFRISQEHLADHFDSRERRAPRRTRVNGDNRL
NR1D1 modulator: Rev-erb alpha (human) modulation | actives 0.79% (n = 370,000) | AID 1259318 | Rev-erbα–FITC-DNA binding, fluorescence polarization, 90 min | activity, % at 10 µM;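 active = activity above about 14%, limit read from the data; passing the limit was not always enough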;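 note: 0% = DMSO wells with 35 nM protein and 100% = DMSO wells with 750 nM protein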
ssDAF12 agonist: S. stercoralis DAF-12 activation, primary screen | HEK293 ssDAF-12/GRIP1 lit1-tk-luc reporter, luminescence; % of 3 µM dafachronic acid response | activation, % at 6.8 µM | actives 1% (n = 370,000) | AID 652126;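 active = activation above the mean over all tested compounds plus 3 SD, cut at about 0.9% in these data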;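 note: 0% = DMSO-only wells and 100% = 3 µM delta7-dafachronic acid wells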
DAX1 inh-2: blocks DAX1 repression of SF-1 activated StAR promoter; HEK293T StAR-luciferase reporter, SF-1/DAX-1 repression relief; inhibition, % at 6.8 µM; actives 1.1% (n = 370,000); AID 652010;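 active = inhibition above the mean over all tested compounds plus 3 SD, cut at about 3.6% in these data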;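 note: 0% = DAX-1 cells with DMSO and 100% = cells lacking DAX-1 with DMSO; higher inhibition means more luminescence from relief of DAX-1 repression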
SMARCA2 activ: SMARCA2 function activation, primary screen; AID 652017; activation, % at 9.1 µM; MG213 cells, MMTV-luciferase reporter, dexamethasone, overnight; actives 1% (n = 370,000); in the data active = activation above about 7.8%;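 note: 0% = vehicle wells and 100% = reference activator wells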
* marks the source's active call; other numbers are inactive results; . = no result given; & = joins results of further samples.

entry | canonical_smiles | hcDAF-12 act | PLC-beta3 inh | DAX1 inh-1 | ADAM17 inh | hgDAF-12 ag | MBD2 inh | PLCg1 inh | NR1D1 modulator | ssDAF12 agonist | DAX1 inh-2 | SMARCA2 activ
1 | Cc1ccc(S(=O)(=O)N2C[C@@H](C)[C@]3(C2)[C@H](O)[C@H](OC(=O)NCc2ccco2)C[C@H]2C(=O)N(c4ccccc4)C(=O)[C@H]23)cc1 | 0.6 | -1.4 | -0.7 | 3.1 | 1.5 | -1.6 | 5.2 | 1.1 | -0.6 | -0.8 | -4.3
2 | O=C(O)c1ccc(NC(=S)NC(=O)c2ccc(-c3ccccc3)cc2)cc1 | 0.7 | 0.6 | 0.3 | -0.1 | 0.5 | 0.9 | -1.0 | -4.4 | -1.0 | 0.8 | 3.1
3 | COc1ccc(-c2cc(C(=O)NCc3ccco3)c3ccccc3n2)c(OC)c1 | -1.5 | -258.1 | -0.4 | -13.2 | -1.1 | -7.8 | -156.6 | 4.9 | -0.8 | -2.4 | -0.4
4 | COc1ccc(C2CC(c3ccc(Br)cc3)Nc3nc(N)nn32)cc1 (stereo not drawn) | -3.0 | -21.2 | -0.8 | -8.9 | -1.4 | -3.5 | -19.3 | 4.0 | -1.8 | 0.1 | -3.5
5 | COC(=O)c1ccc(CSc2nnnn2Cc2ccccc2)cc1 | -1.6 | -0.7 | 1.5 | 0.4 | -3.1 | 7.7 | 7.9 | 1.4 | -1.3 | 0.5 | -2.4
6 | COc1cc(C(C(=O)NC(C)(C)C)N(C(=O)CNC(=O)c2cccs2)c2cccnc2)cc(OC)c1OC (stereo not drawn) | -0.1 | 0.3 | 0.7 | -1.8 | 0.8 | -2.5 | 0.9 | -1.3 | -0.8 | -0.1 | -0.6
7 | O=C1CC(c2ccccc2)Cc2nc(N3CCc4ccccc4C3)ncc21 (stereo not drawn) | -0.7 | -5.2 | -1.1 | -1.2 | 0.9 | -1.8 | -1.4 | -2.1 | -1.1 | 0.1 | -1.8
8 | O=C(/C=C/c1ccc(F)cc1)NCCc1ccc2c(c1)OCCO2 | -2.6 | 1.2 | -0.2 | -0.2 | 1.6 | -3.2 | 0.3 | 1.2 | -1.1 | 0.1 | -1.7
9 | O=C(NC(=S)Nc1ccc2[nH]c(=O)[nH]c2c1)c1cncc(Br)c1 | -1.0 | -4.2 | -0.4 | -0.9 | 0.6 | 3.8 | -3.6 | -4.1 | -0.6 | -0.2 | 0.1
10 | COC(=O)c1ccc(C(=O)OC)c(NC(=O)CCS(=O)(=O)Cc2ccccc2)c1 | -0.6 | -8.7 | 0.6 | -5.8 | 0.2 | 1.0 | -1.5 | 5.6 | -1.2 | -1.5 | 2.8
11 | CN(CCCC(=O)Nc1ccncc1)S(=O)(=O)c1ccc(Cl)cc1 | -3.9 | -1.6 | -3.0 | -2.2 | -5.9 | -0.2 | -2.0 | 2.7 | -2.1 | -2.2 | -5.6
12 | COCCOC(=O)C1=C(C)NC(=O)NC1c1cc2c(cc1Br)OCO2 (stereo not drawn) | -1.6 | -7.1 | -0.6 | -3.3 | 2.5 | 1.1 | -3.5 | 4.6 | -0.3 | 0.1 | -2.5
13 | c1ccc(CCN(Cc2ccccc2)Cc2nc(C3CC3)no2)cc1 | -1.2 | 2.1 | 0.1 | -3.0 | -0.7 | 4.4 | 0.2 | -10.0 | -1.4 | 0.1 | -1.7
14 | CCOc1ccc(C)cc1S(=O)(=O)NC1CCCCC1 | 1.4 | 0.2 | 0.1 | 0.7 | 0.7 | -6.3 | 0.6 | -2.5 | -0.9 | 0.4 | -2.9
15 | O=C1N(Cc2cccnc2)C[C@@H]2C[C@@H](c3cccc(OCc4ccccc4)c3)N3CCC[C@@]123 | -3.2 | 3.3 | -2.7 | 0.3 | 2.1 | -4.8 | 0.8 | 2.1 | -0.8 | -0.6 | 0.0
16 | O=S(=O)(NCc1nc2ccccc2[nH]1)c1ccccc1 | 0.0 | -15.0 | 0.1 | 1.4 | 2.1 | 1.9 | 0.6 | 4.9 | -0.6 | 0.4 | -1.6
17 | CCCCc1c(O)nc(SCC(=O)NCC2CCCO2)[nH]c1=O (stereo not drawn) | 0.1 | 0.4 | 1.8 | -2.9 | 1.2 | 0.1 | -1.2 | 1.4 | -1.0 | 0.5 | 1.1
18 | CC(=O)C1=C(O)C(=O)N(c2ccc(F)cc2)C1c1ccc(C)cc1 (stereo not drawn) | -0.7 | -18.2 | -1.4 | -0.6 | 5.9 | -1.1 | -10.1 | -5.0 | -1.0 | 0.4 | 3.6
19 | S=C(Nc1ccc(Br)cc1)N1CCN(c2ccccn2)CC1 | -1.5 | -1.6 | -1.5 | 2.8 | 2.3 | -3.2 | 1.2 | -1.2 | -1.9 | -0.1 | -2.9
20 | CC1CCN(C(=O)C2CCN(c3nnc(-n4cccc4)s3)CC2)CC1 | -2.5 | -1.5 | 0.2 | 0.5 | 0.3 | 1.8 | -1.4 | 1.5 | -1.3 | 0.0 | -2.7
21 | COc1cccc(NC(=O)CN(C)C(=O)c2c(C)noc2C)c1 | -0.6 | -0.5 | 0.3 | -2.2 | -1.9 | -0.5 | 2.8 | 4.6 | -1.2 | 1.5 | 4.3
22 | COc1cccc(NC(=O)N2CCN(c3ccc(C(F)(F)F)cn3)CC2)c1 | -0.7 | -0.3 | -1.6 | -3.4 | -1.6 | -4.0 | -0.3 | -1.1 | -1.7 | 0.1 | -2.5
23 | CC(=O)c1c(C)[nH]c(C(=O)COC(=O)CNS(=O)(=O)c2ccccc2)c1C | -1.2 | 1.9 | 0.4 | 0.1 | -0.2 | 3.1 | 1.1 | 2.4 | -1.6 | 0.1 | -1.4
24 | Cc1ccc(/C(O)=C2\C(=O)C(=O)N(C)C2c2ccc(F)cc2)cc1 (stereo not drawn) | 0.1 | -7.7 | 0.3 | -2.6 | -2.5 | 2.4 | -2.4 | -4.5 | -1.3 | 0.4 | -3.2
25 | Nc1nnc(CC(=O)N/N=C/c2cc([N+](=O)[O-])cc(Br)c2O)s1 | -1.4 | -4.6 | 0.3 | -0.2 | 3.7 | -7.8 | -1.1 | 3.3 | -1.3 | 0.3 | 2.5
26 | CCCCN(C(=O)c1cccc(N2C(=O)c3ccccc3C2=O)c1)c1c(N)n(CC(C)C)c(=O)[nH]c1=O | -1.1 | -0.9 | -0.5 | -5.5 | -2.8 | -2.2 | 2.0 | -8.2 | -1.0 | 1.3 | 4.5
27 | O=C(NCCCN1CCOCC1)c1ccc2nc(Cc3ccccc3F)oc2c1 | -0.8 | -5.9 | -0.1 | -0.4 | 1.3 | -5.3 | -1.9 | -4.9 | -0.7 | 4.2* | 2.4
28 | Cc1ccc(C(=O)NC(=O)CSc2nncn2C)cc1 | -1.6 | -8.1 | -0.7 | -2.0 | -2.2 | -3.8 | 0.9 | 4.0 | -1.0 | 0.1 | -2.3
29 | CC(=O)c1c(C)[nH]c(C(=O)OCn2nnc3ccccc3c2=O)c1C | -0.9 | 0.6 | 0.0 | -2.8 | 0.1 | 0.2 | 0.5 | 0.3 | -0.5 | -1.1 | 1.8
30 | c1ccc(CN2CCC(Nc3ncnc4sccc34)CC2)cc1 | -1.9 | -4.2 | -0.2 | -3.7 | -0.8 | 1.7 | 0.8 | 5.1 | -1.2 | -0.1 | 2.4
31 | C=CCn1c(SCC(=O)NCCCC)nc2scc(-c3ccco3)c2c1=O | -0.7 | -6.0 | -0.4 | -2.2 | -2.1 | 3.7 | -6.0 | 1.8 | -0.9 | -0.9 | -3.6
32 | COC(=O)c1cc(-c2ccc(S(=O)(=O)N3CCCC3)cc2)c(C(F)(F)F)s1 | -1.9 | -7.5 | -0.7 | -0.7 | -2.3 | -4.6 | 4.1 | 5.9 | -1.6 | -0.7 | -3.3
33 | Cc1cccc(C)c1NC(=O)C(c1ccc(-c2ccccc2)cc1)n1c(=O)c(-c2cc3ccccc3[nH]2)nc2ccccc21 (stereo not drawn) | 4.6 | -307.7 | . | -62.6 | 7.5 | -1.3 | -265.3 | -1.9 | 0.5 | 2.8 | 5.0
34 | Cc1cccc(C(=O)Nc2ccc(N3CCN(C(=O)c4ccco4)CC3)cc2)c1 | -0.8 | 2.8 | -0.1 | 0.7 | -0.1 | 1.0 | 1.9 | -0.3 | -0.8 | -0.6 | 1.6
35 | Cc1ccc(C)c(N(CC(=O)NCc2ccco2)C(=O)CNS(=O)(=O)c2ccccc2)c1 | -1.5 | -7.3 | -1.8 | -5.0 | -0.5 | 4.2 | -2.6 | -7.1 | -1.5 | 0.0 | -0.9
36 | COc1cc(NC(=O)c2cncc(-c3ccc(C#N)cc3)c2)cc(C(=O)Nc2cccc(C(F)(F)F)c2)c1 | 3.2&1.8 | -2.2&-0.2 | 2.4&-1.0 | -3.3&-5.4 | 1.0&1.3 | 8.7&0.8 | 2.4&1.7 | 5.6&-5.4 | 0.2&-0.7 | 0.9&1.1 | -5.0&-0.6
37 | C#CC(C)(CC)NC(=O)c1cc2nc(C3CC3)cc(C(F)(F)F)n2n1 (stereo not drawn) | -0.6 | -35.6 | 0.8 | -3.6 | 5.6 | -7.2 | -20.1 | 8.9 | -1.1 | 1.2 | 1.1
38 | CCOCCCNC(=O)CSc1ccccc1 | -0.6 | 5.1 | 1.2 | 0.7 | 0.1 | -1.7 | 6.2 | 9.7 | -0.2 | 0.7 | -0.5
39 | Cc1ccccc1/C=C/C(=O)NCC(=O)N1CCC(N(C)C2CCCCC2C)CC1 (stereo not drawn) | -0.9 | 2.6 | -1.1 | -0.1 | 0.9 | -3.4 | 3.1 | -1.9 | -1.6 | -0.1 | -1.6
40 | COC(=O)CNC(=O)C1CC(=O)N(CCc2ccc(F)cc2)C1 (stereo not drawn) | 1.2 | -2.2 | -2.5 | -6.5 | 2.7 | 3.6 | -7.4 | 2.5 | 0.2 | -0.1 | -3.2
41 | COc1ccc(-c2[nH]ncc2CN(CC2CCC(=O)N2)C(C)C)cc1F (stereo not drawn) | -1.8 | 0.1 | 3.2 | -4.7 | 0.6 | 5.1 | 0.8 | 1.7 | -1.6 | -0.1 | -1.5
42 | CCOC1=C2CN(S(=O)(=O)c3ccc(C)cc3)[C@@H](c3ccc(CC)cc3)C[C@H]2[C@H]2C(=O)N(c3ccccc3)C(=O)[C@H]2C1 | 1.9 | -1.0 | . | -3.3 | -0.6 | -6.4 | 0.9 | -0.8 | -1.6 | -1.7 | 1.1
43 | COc1cc2oc(=O)cc(C)c2c(OC)c1OC | -0.1 | -94.2 | -0.6 | -5.0 | -1.7 | -0.5 | -80.3 | -2.5 | -1.7 | 0.0 | 0.9
44 | CCOc1ccc(C(=O)OCC(=O)N(Cc2ccccc2)Cc2ccccc2)cc1OC | -1.0 | -8.9 | -0.4 | 6.0 | 1.8 | 3.8 | -2.6 | -4.0 | -1.8 | 0.7 | -4.4
